CHRM5 PAM = positive allosteric modulators of human muscarinic M5 receptor | 360,000 compounds, 0.3% hits | AID 624038 | CHO-K1 hM5, Fluo-8 calcium, ACh EC20 PAM; 0% = ACh EC20, 100% = ACh EC100 | activation, % at 3 µM;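 active = activation above the run cutoff, the mean activation of all test compounds plus 3 SD, cut at about 18% in these data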
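Test system: CHO-K1 hM5 cells / Doses: single-point, 3 µM nominal / Times: Post-acetylcholine fluorescence recording 140 s / Technique: Fluo-8 calcium fluorescence / Measure: Max/basal fluorescence ratio as % of EC20–EC100 ACh window / Benchmarks: low control EC20 acetylcholine (0%), high control EC100 acetylcholine (100%) / Replicates: one well per compound, no replicates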
M4 ag = CHRM4 agonism in calcium assay | P08173 | CHO-K1 hM4/Gqi5, Fluo-8 calcium fluorescence; vehicle 0%, full acetylcholine response 100% | activation, % at 3 µM | 360,000 compounds, 0.14% hits | AID 624127;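 active = activation above the run mean over all test wells plus 3 SD, cut at about 32% in these data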;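 note: peak over basal fluorescence ratio per well then scaled between controls; 0% = DMSO wells and 100% = acetylcholine at EC100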
Target sequence (P08173 whole entry, looked up): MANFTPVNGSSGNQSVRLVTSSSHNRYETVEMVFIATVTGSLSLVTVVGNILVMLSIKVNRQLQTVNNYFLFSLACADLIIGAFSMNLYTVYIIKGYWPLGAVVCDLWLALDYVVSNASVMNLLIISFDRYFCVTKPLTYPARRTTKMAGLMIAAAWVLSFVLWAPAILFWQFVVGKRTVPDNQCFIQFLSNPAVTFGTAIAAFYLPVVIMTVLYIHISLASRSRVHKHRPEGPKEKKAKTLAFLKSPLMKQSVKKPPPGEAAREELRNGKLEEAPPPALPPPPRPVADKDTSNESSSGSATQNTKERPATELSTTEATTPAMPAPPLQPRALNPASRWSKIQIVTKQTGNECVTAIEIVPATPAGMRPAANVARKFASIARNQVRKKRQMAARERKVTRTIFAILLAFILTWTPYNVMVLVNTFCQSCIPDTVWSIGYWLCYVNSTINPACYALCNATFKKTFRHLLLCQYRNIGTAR
CHRM1 agonist = activates human CHRM1 receptor; P11229; CHO-K1 hM1, Fluo-8 calcium fluorescence, agonist mode; 0% DMSO, 100% acetylcholine EC100; activation, % at 3 µM; 360,000 compounds, 0.33% hits; AID 588814;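 active = activation above the run's mean compound activation plus 3 SD, cut at about 16% in these data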;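 note: peak over basal fluorescence ratio within a 140 s kinetic read after compound addition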
Target sequence (P11229 whole entry, looked up): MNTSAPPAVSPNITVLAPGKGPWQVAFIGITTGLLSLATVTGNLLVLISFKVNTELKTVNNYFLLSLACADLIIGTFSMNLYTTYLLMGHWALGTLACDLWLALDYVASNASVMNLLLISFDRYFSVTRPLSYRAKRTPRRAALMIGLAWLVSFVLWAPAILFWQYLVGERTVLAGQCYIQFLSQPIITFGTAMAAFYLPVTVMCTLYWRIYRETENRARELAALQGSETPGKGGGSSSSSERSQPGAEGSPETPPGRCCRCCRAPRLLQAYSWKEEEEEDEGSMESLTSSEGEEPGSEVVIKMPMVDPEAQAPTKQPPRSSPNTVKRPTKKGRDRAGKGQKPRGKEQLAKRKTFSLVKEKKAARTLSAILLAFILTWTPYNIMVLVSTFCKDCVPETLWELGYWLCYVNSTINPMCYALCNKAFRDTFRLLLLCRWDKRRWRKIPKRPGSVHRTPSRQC
TAAR1 agonist = human TAAR1 agonism; CHO RD-HGA16 TAAR1, Fluo-8 calcium fluorescence; vehicle wells 0%, saturating PEA agonist 100%; activation, % at 3 µM; 360,000 compounds, 0.99% hits; AID 624467;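 active = activation above the mean activation of all test compounds in the run plus 3 SD, cut at about 38% in these data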
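Assay system: CHO-derived RD-HGA16 cells with stable Gα16 and human TAAR1; timing: 17-24 h seeding, 75 min 37 °C dye, 30 min RT; read-out: % activation from peak over basal fluorescence ratio, DMSO-to-PEA scaled; measured by: kinetic Fluo-8 calcium fluorescence; benchmarks: low control DMSO, high control PEA (EC100); doses: 3 µM single concentration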
M1 antag = antagonists of human M1 muscarinic receptor; 360,000 compounds, 1.3% hits; AID 588852; CHO-K1 hM1, Fluo-8 calcium fluorescence, ACh EC80 antagonist; P11229; inhibition, % at 3 µM;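 active = percent inhibition above its own plate's cutoff, namely the mean of that plate's compound wells plus 3 SD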;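 note: peak over basal fluorescence ratio during 140 s after agonist addition; 0% = ACh EC80 plus DMSO and 100% = DMSO alone without agonist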
M5 antag = CHRM5 antagonism in calcium assay; CHO-hM5 cells, Fluo-8 calcium fluorescence, ACh EC80; 360,000 compounds, 0.59% hits; inhibition, % at 3 µM; P08912; AID 624040;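 active = inhibition above a per-plate cutoff, the mean of that plate's test compounds plus 3 SD, cut at about 27% in these data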;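 note: 0% = acetylcholine EC80 with DMSO and 100% = DMSO without agonist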
M1 PAM = positive allosteric modulators of human M1 muscarinic receptor | P11229 | CHO-K1 hM1, Fluo-8 calcium fluorescence, ACh EC20; 0% = ACh EC20, 100% = maximal ACh | activation, % at 3 µM | 360,000 compounds, 0.088% hits; in the data active = activation above about 19%, passing the limit was not always enough
M4 antag = CHRM4 antagonism in calcium assay; inhibition, % at 3 µM; CHO-hM4 cells, ACh EC80, Fluo-8 calcium fluorescence; P08173; 360,000 compounds, 0.73% hits; AID 624125;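 active = inhibition above its plate's cutoff, the mean inhibition of sample wells plus 3 SD, cut at about 27% in these data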;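 note: 0% = acetylcholine EC80 with DMSO and 100% = DMSO without agonist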
CHRM5 agonist = CHRM5 agonism in calcium assay. 360,000 compounds, 0.19% hits. activation, % at 3 µM. CHO-K1 hM5 cells, Fluo-8 calcium fluorescence; 0% DMSO wells, 100% maximal acetylcholine response;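 active = activation above the run's mean over test compounds plus 3 SD, cut at about 23% in these data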;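 note: signal is peak over basal fluorescence ratio across the kinetic read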
Starred values were filed as active, the others as inactive; / = no result given. The list is partial; rates above refer to the full screens.

Compound	CHRM5 PAM	M4 ag	CHRM1 agonist	TAAR1 agonist	M1 antag	M5 antag	M1 PAM	M4 antag	CHRM5 agonist
Cc1ccc(CNS(=O)(=O)c2c(C)[nH]c(C)c2C(=O)N2CCCC2)cc1	2	1	-2	1	-6	-12	5	-14	-8
Cc1cc(N2CCCC2=O)ccc1S(=O)(=O)N1CCOCC1	0	1	-1	5	-5	4	8	2	0
CCOC(=O)Nc1sc(NS(=O)(=O)c2ccccc2)nc1C	1	0	-5	18	-8	4	6	1	1
NC(=O)N/N=C/c1cc(Br)ccc1OC(=O)c1ccccc1	-9	7	-6	6	3	9	3	0	1
COc1ccc(Cn2c(=O)c3c(nc(NCCO)n3C)n(C)c2=O)cc1	11	1	-3	18	-8	-5	3	-9	4
COc1ccc2oc(=O)c(C(=O)N3CCN(c4ccccc4)CC3)cc2c1	4	1	-3	4	-1	-6	7	8	3
CC(=O)Nc1nnc(SCC(=O)N2CCN(Cc3ccccc3)CC2)s1	6	0	-3	11	3	-7	4	-8	-1
O=C(Nc1ccc2[nH]c(=O)[nH]c2c1)c1ccc(Cl)c(Cl)c1	2	1	-6	8	-9	4	4	-5	-2
CCOC(=O)C1=C(C)OC(N)=C(C#N)C1c1ccc(OC)c(C)c1OC (stereo not drawn)	2	0	-5	19	3	2	-5	7	-4
CS(=O)(=O)c1ncc(Cl)c(C(=O)Nc2ccc(OC(F)F)cc2)n1	-4	0	-6	/	-3	7	-1	26	-5
COc1ccc(OC)c(N(CC(=O)N2CCCC2)S(C)(=O)=O)c1	14	0	-1	1	-4	-7	-1	-2	6
CC(C)CN1CCN(CCCc2ccccc2)C(CCO)C1 (stereo not drawn)	-4	0	-11	1	-7	-1	3	4	-6
CCC(=O)OCCn1c(=O)c2ccccc2c2ccccc2c1=O	4	0	-4	5	-1	2	1	9	-1
Cc1cccc(OCc2nnc(SCC(=O)OC3CCCCC3)o2)c1	-4	1	-2	4	12	4	-3	2	-1
COc1ccc(C(C)(C)C)cc1NC(=O)Nc1ccc2c(c1)OCO2	-10	0	-4	12	-7	0	3	-3	-11
O=C1Cc2cc(S(=O)(=O)Nc3cccc([N+](=O)[O-])c3)cc3c2N1CCC3	-2	2	0	4	-7	8	6	-5	-2
COC(=O)C1C(=O)CC(C)(O)C(C(=O)OC)C1c1ccccc1F (stereo not drawn)	0	0	-4	0	-30	1	9	1	-3
Cc1cc2c(c(=O)n1CC1CCCO1)C(c1ccc3c(c1)OCO3)C(C#N)=C(N)O2 (stereo not drawn)	8	0	-1	-3	-8	-2	9	2	-2
CC1([N+](=O)[O-])COC2(OC1)C(=O)Nc1ccccc12 (stereo not drawn)	0	0	-4	-2	-13	8	10	48*	-3
O=C(COc1ccc2ccccc2c1)NCCNC(=O)COc1ccc2ccccc2c1	0	1	-3	6	-10	4	5	11	0

Other entries
Compound	CHRM5 PAM	M4 ag	CHRM1 agonist	TAAR1 agonist	M1 antag	M5 antag	M1 PAM	M4 antag	CHRM5 agonist
O=[N+]([O-])c1ncn(Cc2c(Cl)cccc2Cl)n1	0	2	-8	2	-6	-7	11	2	-1
Cc1cc(C)cc(OC(=O)C23CCC(C)(C(=O)O2)C3(C)C)c1 (stereo not drawn)	-1	-2	-2	-3	-14	-3	8	0	1
CC(C)c1ccc(C2NC(C(=O)O)CS2)cc1 (stereo not drawn)	-2	-1	-5	5	-8	-3	4	6	0
Cc1c(CCOC(=O)C23CC4CC(CC(C)(C4)C2)C3)sc[n+]1CC(=O)c1ccccc1	-25	1	-6	1	29	13	-16	7	-15
Cn1c(-c2ccsc2)c(-c2cccs2)c2cc(-c3ccc4[nH]ccc4c3)ccc21	15	2	3	0	-6	-2	15	-11	12
CCCC(=O)NNC(=O)c1ccoc1C	2	0	-2	5	-8	1	4	7	-2
COc1ccc(Cl)cc1Nc1nc(-c2cccnc2)cs1	-4	0	-5	-3	-11	2	1	-7	-9
Cc1oc(-c2cccs2)nc1CS(=O)CC(=O)NCCCOC(C)C (stereo not drawn)	0	0	-3	0	2	-5	5	4	0
Cc1ccc(C2(C)NC(=O)N(CC(=O)N3CC(=O)Nc4ccccc43)C2=O)cc1 (stereo not drawn)	7	1	-1	1	-13	8	4	-10	3
CC[C@@H]1[C@H]2CCCC(=O)N3CC[C@@H](C[C@@H]1OC(=O)NCc1ccccc1)[C@@H]23	10	3	-6	2	19	0	-7	-6	-3
CN(CCn1ccnc1)Cc1cn(Cc2ccccc2)nc1-c1ccc2c(c1)OCO2	9	1	-5	7	-19	-4	18	0	-3
O=C(COC(=O)CNC(=O)c1ccco1)Nc1ccccc1OC(F)F	4	-3	-2	4	-6	1	4	-3	2
Cc1cc(=O)oc2cc(OC(C)C(=O)NC3CCN(Cc4ccccc4)CC3)ccc12 (stereo not drawn)	8	1	-6	0	-7	-12	-1	0	-2
CCC(CC)C(=O)NCc1ccc2c(c1)cc(C)n2C	7	1	-4	9	-7	-2	7	1	-1
CS(=O)(=O)N1CCN(c2ccc(NC(=O)c3ccc(-c4ccc(Cl)cc4)o3)cc2)CC1	0	3	5	3	-5	2	12	0	1
Cc1cccc(NC(=O)CN2CCCCCC2)c1	-3	0	-8	1	0	5	-2	-6	-2
CSc1nc(-c2ccco2)nn1C(=O)c1cccs1	9	0	-1	-1	-20	3	7	-3	-2
CC1(c2ccc3noc(-c4ccccc4)c3c2)OCCO1	-6	2	-2	16	-5	1	-1	5	-1
O=C(Nc1ccc(N2CCOCC2)nc1)c1c(F)cccc1F	-1	0	-2	2	-2	2	3	8	2
O=C1CC(N2CCN(c3ccc(O)cc3)CC2)C(=O)N1Cc1cccs1 (stereo not drawn)	-2	1	-4	3	-6	-9	3	0	-7

New compounds follow.
Compound	CHRM5 PAM	M4 ag	CHRM1 agonist	TAAR1 agonist	M1 antag	M5 antag	M1 PAM	M4 antag	CHRM5 agonist
Cc1ccc(C)c(OCC(=O)N2CCOCC2)c1	5	1	-3	5	-10	-5	6	-1	-8
CS(=O)(=O)c1ccc(C(=O)Nc2ccc(N3CCOCC3)cc2)c(Cl)c1	-6	2	-7	1	-2	-9	1	-10	1
COc1ccc(-c2nc3ccccc3c(=O)n2NC(=O)c2cccnc2Cl)cc1OC	1	1	-5	2	-11	0	12	-4	-1
NC(=O)Nc1ccccc1C(=O)Nc1ccc2ccccc2c1	-3	4	4	2	1	-6	10	-5	1
O=C(Cc1ccc(S(=O)(=O)N2CCOCC2)s1)Nc1cc(C(F)(F)F)cc(C(F)(F)F)c1	-15	15	7	6	5	20	10	13	6
COc1cccc(CSc2nc3sc(C)c(C)c3c(=O)n2Cc2ccco2)c1	-2	0	-5	2	-3	-5	0	4	-1
CCN1CCN(C(=O)C2CCCN(S(=O)(=O)c3ccc(OC)c(OC)c3)C2)CC1 (stereo not drawn)	-3	0	-11	0	20	12	-3	7	-4
O=C(COC(=O)c1ccc(Br)cc1)Nc1ccccc1Br	-12	1	-7	5	-1	9	-3	6	-1
Cc1cc(C)c(C)c(OCCCOc2cccc3cccnc23)c1	1	-1	-3	0	-10	-5	7	1	-5
N=C1C(c2nc3ccccc3s2)=C(O)CN1CCCO	3	1	-3	0	-11	-7	7	5	-1
COc1ccc(-n2nc(C(=O)NCC(=O)N3CCCCCC3)c3ccccc3c2=O)cc1Cl	-3	3	-9	6	-11	7	9	-12	-3
Cc1cccc(N2CCN(S(=O)(=O)c3cccc4nonc34)CC2)c1C	-6	-1	-9	-1	-5	6	2	-4	-5
CCn1cc(S(=O)(=O)N2CCCC2)cn1	1	1	-2	1	-12	4	9	-3	-4
Cc1cc(C)cc(OCC(=O)N2CCN(c3ncccn3)CC2)c1	5	2	-1	1	-9	10	4	-1	-1
O=C(CCCn1c(SCc2ccccc2F)nc2ccccc2c1=O)NCC1CCCO1 (stereo not drawn)	1	4	-7	4	-1	-4	6	2	0
CC1(C)CC(=O)C(C=NCc2ccccn2)=C(O)C1	3	1	-4	6	-8	3	6	-7	0
Cn1c2c(c(=O)[nH]c1=O)C(NC(=O)c1ccco1)(C(F)(F)F)C(=O)N2 (stereo not drawn)	4	0	0	10	-21	5	8	5	1
CN(C)CCNc1ncnc2sc(-c3ccccc3)cc12	-4	1	-6	-1	4	8	-2	-10	-1
Cc1cccc(NS(=O)(=O)c2ccc(C(C)(C)C)cc2)n1	1	2	1	0	-13	-12	9	7	7
Clc1nssc1=Nc1ccccc1	-1	1	-1	/	-2	13	2	4	4

Continued:
Compound	CHRM5 PAM	M4 ag	CHRM1 agonist	TAAR1 agonist	M1 antag	M5 antag	M1 PAM	M4 antag	CHRM5 agonist
O=C(c1ccco1)N1CCN(C(=O)c2cccs2)CC1	6	1	2	11	-22	-12	19	-21	2
CC(C)(SC(=S)N1CCOCC1)C(=O)O	6	0	2	10	-18	-2	13	-1	3
c1ccc(Nc2nnc(-c3cccnc3)s2)cc1	2	1	-3	1	0	1	6	0	0
Cc1c(C(=O)NC2=NCCS2)oc2ccccc12	-5	1	-8	-2	4	-2	-2	-6	-1
O=C(Nc1ccc(F)cc1F)N1CCCN(CCOc2ccccc2)CC1	6	0	-7	1	-4	9	5	6	-7
CCc1cc(-c2n[nH]c(=S)n2CC(C)C)cs1	1	-1	-7	-1	-10	-4	3	-3	-9
CC(=O)c1cccc(NS(=O)(=O)c2ccc(-c3cc(C)no3)s2)c1	-13	13	2	5	11	12	-4	4	9
CS(=O)Cc1cc(Sc2ccccc2)nc(-c2ccncc2)n1 (stereo not drawn)	-6	1	-3	6	-1	-1	-7	-3	-2
OC(c1ccccc1)(c1nc(/C=C/c2ccc(C(F)(F)F)cc2)cs1)C(F)(F)F (stereo not drawn)	-3	1	-7	1	8	2	-10	-19	-1
COc1ccc(C(=O)Oc2ccc(Br)cc2C(=S)N2CCOCC2)cc1	17	2	-6	2	-11	-4	11	-5	-5
CCOC(=O)C1=CCN(S(=O)(=O)c2ccc(C)cc2)C1c1ccccc1F (stereo not drawn)	-7	1	-2	3	-1	-1	3	-6	-4
Cc1nnc(SCc2nc3sc(C(=O)O)c(C)c3c(=O)[nH]2)s1	5	1	-1	-2	-6	-6	6	23	2

Structural class: the compounds so far containing a COOH group (three)
Compound	CHRM5 PAM	M4 ag	CHRM1 agonist	TAAR1 agonist	M1 antag	M5 antag	M1 PAM	M4 antag	CHRM5 agonist
CC(C)c1ccc(C2NC(C(=O)O)CS2)cc1 (stereo not drawn)	-2	-1	-5	5	-8	-3	4	6	0
CC(C)(SC(=S)N1CCOCC1)C(=O)O	6	0	2	10	-18	-2	13	-1	3
Cc1nnc(SCc2nc3sc(C(=O)O)c(C)c3c(=O)[nH]2)s1	5	1	-1	-2	-6	-6	6	23	2

Assay outcomes as filed in PubChem BioAssay.
